# Mm-Cpn inhibitor = M. maripaludis TRiC chaperonin inhibition | AID 504842 | Potency, µM (highest dose often 76.9 µM), for the others: top-dose activity, negative = inhibition, usual class: inhibitors | actives 0.031% (n = 330,000) | purified Mm-Cpn ATPase, ADP Transcreener TR-FRET; active means well fitted inhibition curve with a large enough effect; inconclusive means small, poorly fitted or top-dose-only effect; further: nearly all actives have a fitted effect of over 80% in size
#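 Eu-cryptate anti-ADP/ADP-d2 competition gives a ratio inversely related to ADP. Enzyme at 25 nM was pre-exposed to compound for 10 min, then given 10 uM ATP for 30 min, 37°C throughout.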
# An asterisk follows results filed as active; ? = inconclusive; [ ] = another dose, or the depositor's remark. On the % scale 0 is the no-effect control and ±100 the full control effect; potency means the concentration at half of the fitted maximal effect. An excerpt. The share of hits here may be higher or lower than overall.
molecule	Mm-Cpn inhibitor
CCOc1ccc(N/C(=C(/C(Cl)=C(Cl)Cl)[N+](=O)[O-])n2cncn2)cc1	-1%
CCCCCCN(C(=O)CCCCCN1C(=O)NC(c2ccc(-c3ccccc3)cc2)C(C(=O)OCc2ccccc2)=C1C)C(C(=O)NCCCC)C1CCCCC1 (stereo unspecified)	0%
COc1cc2c(cc1NC(=O)CSc1nc3ccc(C)cc3[nH]1)oc1ccccc12	-6%
N/C(=N\OC(=O)COc1ccc2ccccc2c1Br)c1ccncc1	-15%
COc1ccc(N2CCN(C(=O)Cn3c(=O)[nH]c4ccccc4c3=O)CC2)cc1	1%
N#Cc1cccc(-c2csc(N3CCC(C(N)=O)CC3)n2)c1	-2%
O=C(NN1C(=O)/C(=C/c2cc([N+](=O)[O-])ccc2O)SC1=S)c1ccccc1O	?
CCS(=O)(=O)C1=NN2C(=N)/C(=C\c3ccc(OS(=O)(=O)c4ccccc4)c(OC)c3)C(=O)N=C2S1	-1%
COC(=O)C1=C(C)NC(C)=C(C(=O)OCC2CCCO2)C1c1ccc(Cl)c([N+](=O)[O-])c1 (stereo unspecified)	0%
CCOC(=O)N1CCN(c2ncnc3c2oc2nc(C)c4c(c23)CC(C)(C)OC4)CC1	-7%
CCCCNC(=O)C(c1ccc(OCC(=O)OC)c(C(=O)OC)c1)N(CCc1c[nH]c2ccccc12)C(=O)CCCCCN1C(=O)NC(c2ccc(-c3ccccc3)cc2)C(C(=O)OCc2ccccc2)=C1C (stereo unspecified)	-6%
C/C(CC(=O)Nc1cc(C)ccn1)=N\NC(=O)COc1cccc(C)c1	0%
O=C1CN(CC(=O)N2CCOCC2)c2ccccc2O1	-5%
O=C(CN1N=C(c2ccc(Cl)cc2)CCC1=O)NCc1cccs1	-6%
CCCCn1c(=O)c2c(c3ccccc31)OCC(=O)N2	2%
Cc1ccccc1N(CC(=O)NC(C)(C)C)C(=O)c1ccc(-c2ccccc2)[nH]1	1%
Cc1ccc(C[C@H](C(=O)O)N2C(=O)c3ccc(C(=O)O)cc3C2=O)cc1	2%
COc1cccc(N2CCCn3c2nc2c3c(=O)n(CCN3CCOCC3)c(=O)n2C)c1	-2%
CCc1nnc(NC(=O)CSc2nnc(-c3ccncc3)n2Cc2ccccc2)s1	4%
COCCN1C(=O)N[C@@H](c2ccc(Br)cc2)C(C(C)=O)=C1C	1%
O=S(=O)(Nc1ccc2nc(-c3ccc(Br)o3)[nH]c2c1)c1ccccc1	-1%
O=S(=O)(c1ccc(F)cc1)N1CCCc2ccccc21	1%
CCOC(=O)C1CCCN(c2ncnc3c2[nH]c2cccc(OC)c23)C1 (stereo unspecified)	-10%
CC(=O)N[C@@H](Cc1ccc(O)cc1)C(=O)N[C@H](C(=O)N[C@@H](C)C(=O)N[C@H](C#N)CC(=O)O)C(C)C	1%
NC(=O)c1ccc(C[C@H](C(=O)O)N2C(=O)c3ccc(C(=O)O)cc3C2=O)cc1	4%
CCCC[C@]12Cc3ccccc3C(O1)c1c(c3ccccc3oc1=O)O2	2%[15.4 µM]
O=C1NC(Cc2ccc(O)cc2)c2nc3ccccc3c(=O)n2-c2cc(Cl)ccc21 (stereo unspecified)	-4%
C[C@H](C(=O)C=[N+]=[N-])N1C(=O)c2ccccc2C1=O	-1%
Cc1ccc(CNC(=O)Cc2csc(Nc3nc(=S)[nH]c4ccccc34)n2)cc1	1%
CN(Cc1cc([N+](=O)[O-])c2cccnc2c1O)C1CCCCC1	2%
CCOC(=O)c1cccc(NC(=O)Cn2c(CC(=O)N3CCCC3)nc3ccccc32)c1	0%
O=c1nc2n(Cc3ccccc3)c3ccccc3cc-2c(=O)[nH]1	-2%
Cc1csc(NC(=O)c2c(O)c3cccc4c3n(c2=O)CCC4)n1	0%
CCCCNC(=O)C(c1ccc(OCC(=O)OC)c(C(=O)OC)c1)N(CCOC)C(=O)CCCCCN1C(=O)NC(c2ccc(-c3ccccc3)cc2)C(C(=O)OCc2ccccc2)=C1C (stereo unspecified)	-4%
CC(C(=O)NCc1ccccc1)N(CCN1CCOCC1)C(=O)c1snc(C(N)=O)c1N (stereo unspecified)	2%
COc1cc(CNCCN2CCOCC2)ccc1OCc1c(Cl)cccc1Cl	-1%
COC(=O)c1cc(=O)n(Cc2ccccc2)c(=NCc2ccccc2)s1	3%
Cc1ccc(C)n1-c1ccc2c(c1)COC2=O	0%
O=C(N=Nc1ccc(NOC(=O)c2ccccc2Br)cc1)c1ccccc1O	2%
COC(=O)c1ccc(Cl)c(NC(=O)c2ccc(-c3ccccc3)cc2)c1	1%
Cc1cc(C)nc(SCc2ccc(C(=O)N/N=C/c3cccnc3)cc2)n1	1%
Cc1ccc(-n2nc(C)c3c(=O)[nH]c(C(F)(F)F)nc32)cc1	-1%
C/C(=N\Nc1nc(-c2ccc(C)cc2)nc2ccccc12)c1ccc([N+](=O)[O-])cc1	-2%
Cc1[nH]c2ccccc2c1-c1nc(-c2ccc(Cl)cc2)nnc1-c1ccccc1	-8%
Cc1ccc(C)n1CCN1CCN(CC(=O)Nc2cc(C(F)(F)F)ccc2Cl)CC1	0%
CC(=O)NC(c1ccco1)c1cc(Cl)c2ccc(N(C)C)nc2c1O (stereo unspecified)	-9%
O=C(COC(=O)/C=C/c1cccc(Cl)c1)Nc1ccccc1-c1ccccc1	-1%
COCC(=O)Nc1cc(Cl)ccc1C(F)(F)F	2%
Cn1c(=O)c2c(nc(SCCOc3ccc4ccc(=O)oc4c3)n2C)n(C)c1=O	0%
COC(=O)C1=C(C)N(Cc2ccccc2)C(=S)N[C@H]1CCc1ccccc1	-7%

# Other entries
molecule	Mm-Cpn inhibitor
O=C(c1cc2nc(-c3ccc(F)cc3)cc(C(F)(F)F)n2n1)N1CCCC1	-1%
O=C(CSc1nnc(-c2cccs2)n1-c1ccccc1)N1CCN(C(=O)c2ccco2)CC1	-19%
C=CCn1c(NC(=O)c2ccco2)c(S(=O)(=O)c2ccccc2)c2nc3ccccc3nc21	-2%
CC(=O)c1ccc(Nc2nc(C)nc3c2oc2ccccc23)cc1	-4%
Cn1c2cc(Br)sc2c2cnn(Cc3c(F)cccc3F)c(=O)c21	1%
CC(C)(C)c1ccc(C[C@H](C(=O)O)N2C(=O)c3ccc(C(=O)O)cc3C2=O)cc1	-1%
COC(=O)[C@@]1(Cc2ccc(F)cc2)[C@H]2c3cc(C(=O)N(C)C)n(Cc4ccc(OC(F)(F)F)cc4)c3C[C@H]2CN1C(=O)c1ccccc1	0%
O=C(Cc1c(Cl)cccc1Cl)NC1=NCCS1	0%
CCCCn1c(C)cc2c(c1=O)[C@H]1O[C@](CCCC)(Cc3cc(OC)c(OC)cc31)O2	-1%[15.4 µM]
O=C(CCCc1ccccc1)NCc1ccccc1	-1%
COc1ccc(C[C@H]2CN3C(=NC[C@@H]3Cc3ccccc3)N2C[C@H](C)NC(=O)CCC2CCCCC2)cc1	?
CC1=C(C(=O)OCC(Br)(Br)Br)C(c2ccc(Br)cc2)NC(=O)N1CCCC(=O)O (stereo unspecified)	-1%
COC(=O)CCC(=O)OC1(C)C(=O)C2=CN(CC(C)C)C(c3ccc(OC)cc3)=CC2=C(Br)C1=O (stereo unspecified)	0%
CC12C(=O)N(c3ccc(C(=O)N4CCOCC4)cc3)C(=O)C1C1c3ccccc3C2c2ccccc21 (stereo unspecified)	-18%
C/C(=N/O)c1ccc(N2C(=O)C3C4C=CC(C3C2=O)C2C3C(=O)N(c5ccc(/C(C)=N/O)cc5)C(=O)C3C42)cc1 (stereo unspecified)	1%
CCCCCCCCCCC(=O)Nc1cccnc1	1%
COC(=O)C1=C(C)N(Cc2cccnc2)C(=O)/C1=C\c1cccs1	-2%
Cn1c2cc(B(O)O)sc2c2cnn(Cc3c(F)cccc3Cl)c(=O)c21	-2%
CCOC(=O)[C@H]1[C@H]2COc3cc(OC)ccc3[C@@H]2N2C(=O)[C@@H](CO)NC(=O)[C@@]12C	-5%
CN(C)c1ccc(/C=C/C(O)=C2/C(=O)N(C)C3(C)CC2c2ccccc2O3)cc1 (stereo unspecified)	1%
Cc1cc(C)cc(NC(=O)c2snc3c(=O)[nH]cnc23)c1	-1%
O=C(/C=C\c1ccc2c(c1)OCO2)Nc1nnc(SCC(=O)OCc2ccccc2)s1	-5%
Cc1cc(C)nc(-n2nc(C)cc2NC(=O)c2ccc3c(c2)OCO3)n1	-1%
CSc1nc(-c2ccccc2)nc(N)c1C(C)=O	-5%
COc1ccc(C2C=C(c3ccc(Cl)cc3)Nc3nc(NC(C)=O)nn32)cc1 (stereo unspecified)	-8%

# Ordered by length of the SMILES (high to low): part of the list above.
molecule	Mm-Cpn inhibitor
CCCCn1c(C)cc2c(c1=O)[C@H]1O[C@](CCCC)(Cc3cc(OC)c(OC)cc31)O2	-1%[15.4 µM]
Cc1cc(C)nc(-n2nc(C)cc2NC(=O)c2ccc3c(c2)OCO3)n1	-1%
CC(=O)c1ccc(Nc2nc(C)nc3c2oc2ccccc23)cc1	-4%

# A stretch from further up:
molecule	Mm-Cpn inhibitor
COC(=O)CCC(=O)OC1(C)C(=O)C2=CN(CC(C)C)C(c3ccc(OC)cc3)=CC2=C(Br)C1=O (stereo unspecified)	0%
CC12C(=O)N(c3ccc(C(=O)N4CCOCC4)cc3)C(=O)C1C1c3ccccc3C2c2ccccc21 (stereo unspecified)	-18%
C/C(=N/O)c1ccc(N2C(=O)C3C4C=CC(C3C2=O)C2C3C(=O)N(c5ccc(/C(C)=N/O)cc5)C(=O)C3C42)cc1 (stereo unspecified)	1%
CCCCCCCCCCC(=O)Nc1cccnc1	1%

# (continued)
Structure,Mm-Cpn inhibitor
COc1ccc(OC)c(C(=O)CSc2nnc(-c3ccc(OC)c(OC)c3)o2)c1,-2%
O=C1c2ccccc2C(=O)N1c1ccc(Cl)cc1,1%
N#Cc1nc(-c2cccc3ccccc23)oc1NCC#CCOC(=O)c1cccs1,-8%
NC(=O)CC(NC(=O)c1cccc(Br)c1)c1ccc(NCCN2CCOCC2)c([N+](=O)[O-])c1 (stereo unspecified),1%
O=Cc1coc2c(ccc3ccccc32)c1=O,-1%
O=S(=O)(O)Oc1c[nH]c2ccccc12,0%
CC1(C)Cc2nc3nc(SCC(=O)NCc4ccccc4)n(-c4ccccc4)c(=O)c3cc2CO1,0%
COC(=O)N1C(=O)[C@@](CC(C)C)(c2ccccc2)N1C(=O)OC,-2%
C=CCN(C)CCCNC(=O)/C=N/O,-2%
COc1ccc2[nH]c3c(c2c1)CCn1c-3nc2sc(C(=O)Nc3ccccc3)c(C)c2c1=O,0%
Cc1cnc(NC(=O)c2c(O)c3cccc4c3n(c2=O)CCC4)s1,1%
O=C(COC(=O)c1cncc(Br)c1)NC12CC3CC(CC(C3)C1)C2,-3%
Cc1ccc(S(=O)(=O)/N=C2/NC(=O)/C(=C/c3ccncc3)S2)cc1,1%
Cc1ccc(C2CC(=O)c3cnc(N4CC(C)CC(C)C4)nc3C2)cc1 (stereo unspecified),-3%
O=C(/C=C/c1ccccc1[N+](=O)[O-])Oc1ccccc1,2%
CCOC(=O)c1c(C)oc2c1c(C(c1cccnc1)N1CCN(C)CC1)c(O)c1ccccc12 (stereo unspecified),0%
O=[N+]([O-])c1cccc(N=Cc2sc3ccccc3c2O)c1,-3%
Cc1nnc(C)c2c(C)n(-c3ccc(Br)cc3)c(C)c12,0%
CC1=NN(c2ccc(C(=O)O)cc2)C(=O)/C1=C/c1ccc(-c2ccccc2F)o1,-2%
C#CCOCCOCCOCCNc1nc(N2CCN(C(=O)[C@H](CCC(=O)O)n3cc(C(N)Cc4ccc(O)cc4)nn3)CC2)nc(N2CCN(C(=O)[C@H](Cc3ccc(O)cc3)n3cc(C(N)CC(C)C)nn3)CC2)n1 (stereo partly specified),2%
Cc1cc(C)n(C(=O)c2ccncc2)n1,0%
O=C1NC(Cc2ccc(O)cc2)c2nc3cc(F)ccc3c(=O)n2-c2cc(Cl)ccc21 (stereo unspecified),-1%
O=S(=O)(Nc1ccc(O)c2ccccc12)c1ccc(Br)cc1,-1%
CCCC[C@]12Cc3cc(OC)c(OC)cc3C(O1)c1c(cc(-c3ccccc3)oc1=O)O2,-9%[15.4 µM]
CCOC(=O)c1ccc(Cl)c(NC(=O)c2cccnc2)c1,-3%
CC(C)c1ccc(/C=C/C(=O)Nc2nn[nH]n2)cc1,0%
COc1nnnc2c1sc1nc(N3CCOCC3)c3c(c12)CC(C)(C)OC3,-3%
CCOc1ccc(-c2cc(C(=O)NN3CCN(C)CC3)c3cc(Cl)ccc3n2)cc1,-3%
Oc1[nH]c2ccccc2c1N=Nc1ncnc2c1oc1ccccc12,-1%
COc1ccc(Cn2c3nc4ccccc4nc3c3c(=O)n(Cc4ccco4)c(C)nc32)cc1,-15%

# Part of the list above, reformatted.
compound: CCCC[C@]12Cc3cc(OC)c(OC)cc3C(O1)c1c(cc(-c3ccccc3)oc1=O)O2
  Mm-Cpn inhibitor: -9%[15.4 µM]

compound: CCOC(=O)c1ccc(Cl)c(NC(=O)c2cccnc2)c1
  Mm-Cpn inhibitor: -3%

# (next part)
Structure,Mm-Cpn inhibitor
CC(=O)Nc1ccc(NC(=O)Cc2ccc(F)cc2)cc1,-2%
COc1ccc2[nH]c3c(NCCN4CCCCC4)ncnc3c2c1,-7%
COc1ccc(Nc2nc3ccc(C)cc3n3cnnc23)cc1Cl,2%
Cc1noc(C)c1S(=O)(=O)N1CCC(C(=O)N2CCN(C3CCCC3)CC2)CC1,3%
COc1ccc2nc3n(c(=O)c2c1)-c1cc(C)ccc1C(=O)NC3Cc1ccc(O)cc1 (stereo unspecified),2%
S=C(Nc1ccccc1)N1CCN(C(=S)Nc2ccccc2)CC1,?
CCN(CC)S(=O)(=O)c1ccc(Cl)c(C(=O)Nc2cc(C)nn2-c2ccccc2C(F)(F)F)c1,-10%
CC1=CC(C)(C)N2C(=O)C3(C(C#N)=C(N)OC4=C3C(=O)CC(C)(C)C4)c3cccc1c32 (stereo unspecified),0%
NC(=O)c1ccccc1C[C@H](C(=O)O)N1C(=O)c2ccc(C(=O)O)cc2C1=O,3%
